QS inhibitor = inhibitors of bacterial quorum sensing in S. aureus | S. aureus RN6390 RNAIII-GFP reporter, AIP-induced, flow cytometry 3 h | inhibition, % at 2 µM | 0.3% of 24,000 active;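 active = share of bacteria positive for the green fluorescent reporter and its mean brightness both inhibited by 50% or more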;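 note: 0% = AIP-stimulated control and 100% = unstimulated bacteria without AIP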
QS inhibitor GFP MFI % = further read-out of QS inhibitor, marked with its call; inhibition, %; measured here: inhibition of GFP MFI
Starred values were filed as active, the others as inactive.

The opening 2 entries, ahead of the listing:
1	COc1ccc(S(=O)(=O)n2nc(-c3cc(OC)c(OC)c(OC)c3)cc2N)cc1OC
2	CC1(C)CC(=O)C=C(NCCN2CCN(C(=O)Nc3ccccc3)CC2)C1
Assay by compound	1	2
QS inhibitor	-1	0
QS inhibitor GFP MFI %	-1	7

Main list (from the top)
1	COc1ccc(S(=O)(=O)n2nc(-c3cc(OC)c(OC)c(OC)c3)cc2N)cc1OC
2	CC1(C)CC(=O)C=C(NCCN2CCN(C(=O)Nc3ccccc3)CC2)C1
3	CC(C)CCNC(=O)C(C)N(Cc1ccc(F)cc1)C(=O)c1ccc(CN2CCCCC2)o1 (stereo not given)
4	O=C(Nc1ccccc1C(F)(F)F)c1cc(-c2cccc(O)c2)on1
5	COc1ccc(N2CCN(C(=O)c3ccc(CS(=O)(=O)c4ccc(OC)cc4)o3)CC2)cc1
6	Cc1ccc(NC(=O)CNc2cccc(C)c2C)c(C)c1
Assay by compound	1	2	3	4	5	6
QS inhibitor	-1	0	43	-2	0	0
QS inhibitor GFP MFI %	-1	7	42	1	-3	39

7	CCCc1nc2c(=O)[nH]c3ccccc3c2o1
8	CCc1cc(=O)oc2cc(OCC(=O)N(CC)CC)c(Cl)cc12
9	CCOc1ccc(CCNC(=O)C2CCN(S(=O)(=O)CC)CC2)cc1OCC
10	O=c1c2ccc(-c3nnc4n3-c3ccccc3SC4)cc2nc2n1CCCCC2
11	NC(=O)COC(=O)c1ccc(S(=O)(=O)N2CCCCCC2)cc1
12	CCOC(=O)c1c(C)c(C(=O)NCc2cccs2)c(C)n1C
Assay by compound	7	8	9	10	11	12
QS inhibitor	-3	1	11	0	0	-4
QS inhibitor GFP MFI %	-9	4	29	-7	-22	-1

Random excerpt: three compounds from above.
6	Cc1ccc(NC(=O)CNc2cccc(C)c2C)c(C)c1
11	NC(=O)COC(=O)c1ccc(S(=O)(=O)N2CCCCCC2)cc1
10	O=c1c2ccc(-c3nnc4n3-c3ccccc3SC4)cc2nc2n1CCCCC2
Assay by compound	6	11	10
QS inhibitor	0	0	0
QS inhibitor GFP MFI %	39	-22	-7

Further records:
13	CCCCN(CC)CCNC(=O)CN(C)S(=O)(=O)c1ccc2c(c1)c(=O)n(C)c(=O)n2C
14	Cc1ccnc(SCCn2c(N3CCCCC3)nc3c2c(=O)n(C)c(=O)n3C)n1
15	COc1ccc(OC)c(NC(=O)CNC(=O)Cn2ccc3ccccc3c2=O)c1
16	COc1ccccc1OCC(=O)Nc1ccc(S(=O)(=O)Nc2nc(C)cc(C)n2)cc1
17	O=C(CN1CCCCCC1)Nc1cccc2c1OCO2
18	COC(=O)CS(=O)(=O)c1ccc2c(c1)CC(=O)N2
Assay by compound	13	14	15	16	17	18
QS inhibitor	1	0	-4	0	-1	6
QS inhibitor GFP MFI %	12	1	-3	-6	5	13

19	CNC(=O)CC(C(=O)O)c1ccc(OC(C)C)cc1 (stereo not given)
20	CC1CCc2c(sc(N)c2C(N)=O)C1 (stereo not given)
21	N#CC(C(=O)CCN1C(=O)C2CC=CCC2C1=O)c1nc2ccccc2[nH]1 (stereo not given)
22	COc1ccccc1NC(=O)c1cc(S(=O)(=O)N2CCC3(CC2)OCCO3)ccc1F
23	O=C(NCCN1C(=O)C2C3C=CC(C3)C2C1=O)Nc1ccccn1 (stereo not given)
24	CCOC(=O)c1[nH]nc2c1C(=O)N(CC)C2=O
Assay by compound	19	20	21	22	23	24
QS inhibitor	-1	0	-2	-1	0	-6
QS inhibitor GFP MFI %	-1	5	-4	0	-1	-43

25	Cc1nnc2ccc(N3CCN(c4ccccn4)CC3)nn12
26	Cc1ccc(CCNC(=O)CS(=O)Cc2nc(-c3cccc(C)c3)oc2C)cc1 (stereo not given)
27	Brc1ccc(-c2nnc3sc(CNC4CCCC4)cn23)cc1
28	CCN(CC)CCNC(=O)c1cn(CC)c2ccc(S(=O)(=O)N(C)C)cc2c1=O
29	Cn1c(=O)cc(SCC(=O)NCc2cccnc2)c2ccccc21
30	COc1cccc(CNC(=O)c2cc3ccccn3n2)c1
Assay by compound	25	26	27	28	29	30
QS inhibitor	0	0	3	-4	4	-6
QS inhibitor GFP MFI %	6	1	16	-4	21	-13

31	Cc1cccc(C)c1Nc1nc2ccccc2o1
32	O=C(NCC(c1cccnc1)N1CCOCC1)c1cccs1 (stereo not given)
33	Cc1ccc(NC(=O)C2CCCN2C(=O)Oc2ccccc2)cc1 (stereo not given)
34	CC(C)OCCCNC(=O)c1ccc(NC(=O)C2CCCO2)cc1 (stereo not given)
35	O=C(Cn1c(=O)[nH]n(-c2ccccc2)c1=O)N1CCCc2ccccc21
36	COc1ccc(OC)c(CNC(=O)C2CCCN(c3nc4ccccc4o3)C2)c1 (stereo not given)
Assay by compound	31	32	33	34	35	36
QS inhibitor	1	0	-2	-1	1	0
QS inhibitor GFP MFI %	33	-3	-15	-10	9	3

37	Cc1ccccc1NC(=O)c1ocnc1C
38	Cn1nc(-c2ccc(Cl)cc2)c2cc(C(=O)NCCN3CCOCC3)sc21
39	COc1cc2c(=O)n(CC3CCCO3)c(=O)n(CC(=O)Nc3ccc(F)cc3F)c2cc1OC (stereo not given)
40	CCOc1cc(/C=N/n2cnnc2)cc(Br)c1O
41	O=C(Nc1cccnc1N1CCOCC1)c1ccco1
42	O=C(CSC1=Nc2ccccc2C2=NC(c3ccccc3)C(=O)N12)NCC1CCCO1 (stereo not given)
Assay by compound	37	38	39	40	41	42
QS inhibitor	0	2	-8	0	0	2
QS inhibitor GFP MFI %	-18	6	-16	0	-2	1

3 of these compounds, set out differently.
41	O=C(Nc1cccnc1N1CCOCC1)c1ccco1
  QS inhibitor: 0
  QS inhibitor GFP MFI %: -2
38	Cn1nc(-c2ccc(Cl)cc2)c2cc(C(=O)NCCN3CCOCC3)sc21
  QS inhibitor: 2
  QS inhibitor GFP MFI %: 6
39	COc1cc2c(=O)n(CC3CCCO3)c(=O)n(CC(=O)Nc3ccc(F)cc3F)c2cc1OC (stereo not given)
  QS inhibitor: -8
  QS inhibitor GFP MFI %: -16

Additional entries
43	CCn1c(SCC(=O)c2ccc(Cl)cc2)nnc1-c1ccoc1C
44	CCOC(=O)c1[nH]c2ccc(Br)cc2c1NC(=O)CNC
45	CCn1nnc(NC(=O)c2ccccc2Br)n1
46	COc1ccc(NC(=O)C2CCCN2S(=O)(=O)c2ccc3c(c2)CCC(=O)N3)c(OC)c1 (stereo not given)
47	CCc1ccccc1NC(=O)c1ccoc1C
48	COc1ccc(C2C(C(=O)NCC3CCCO3)c3cc(OC)c(OC)cc3C(=O)N2C)cc1OC (stereo not given)
Assay by compound	43	44	45	46	47	48
QS inhibitor	0	2	-1	-4	-2	-2
QS inhibitor GFP MFI %	3	7	-8	4	-7	-3

49	Cc1cc(C(=O)NCCN2CCN(c3cccc(Cl)c3)CC2)n(-c2ccccc2)n1
50	CC(=O)c1cccc(NC(=O)C2CCN(S(=O)(=O)c3c(C)n[nH]c3C)CC2)c1
51	COc1ccccc1S(=O)(=O)Cc1ccc(C(=O)NCc2cccnc2)o1
52	O=C(Cn1c(NCCCO)nc2ccccc21)c1cccs1
53	COC(=O)c1ccccc1CCC(C)=O
54	Cn1c(NCc2cccc(Br)c2)nc2ccccc21
Assay by compound	49	50	51	52	53	54
QS inhibitor	0	-4	-4	-2	-1	12
QS inhibitor GFP MFI %	-3	-11	-6	-5	-6	18

55	CCC(=O)N1CCc2cc(S(=O)(=O)CCC(=O)Nc3nc(C)cs3)ccc21
56	N#CC1=C(N)S[C@H](C(=O)C23CC4CC(CC(C4)C2)C3)[C@H]1c1ccncc1
57	O=C(CCn1cccc1)Nc1ccccc1F
58	COc1ccc2nc3oc(C(=O)N4CCN(c5cccc(C(F)(F)F)c5)CC4)cc3cc2c1
59	Cc1cc(NC(=O)CSc2nnc(C)c(=O)[nH]2)no1
60	COCCN1CN(S(=O)(=O)c2ccccc2)c2nc3ccccc3nc21
Assay by compound	55	56	57	58	59	60
QS inhibitor	-4	1	-2	3	-1	0
QS inhibitor GFP MFI %	19	26	-54	14	-13	4

61	Cc1cccc(N(C)S(=O)(=O)c2cccc3nsnc23)c1
62	O=C1Nc2ccccc2C(O)(C(=O)NCc2ccco2)N1c1ccccc1 (stereo not given)
63	O=C(c1cc2c(=O)oc3ccccc3c2s1)N1CCN(c2ncccn2)CC1
64	Cc1ccc(C(=O)NC2CCCCCC2)cc1N1CCCC1=O
65	CCn1c(=O)cc(SCC(=O)N2CCN(c3ccccc3OC)CC2)c2ccccc21
66	NS(=O)(=O)c1ccc(NC(=O)N[C@@H](Cc2ccccc2)C(=O)O)cc1
Assay by compound	61	62	63	64	65	66
QS inhibitor	-15	1	0	2	0	0
QS inhibitor GFP MFI %	-31	-1	-21	-1	12	7

67	COc1ccc2[nH]c(=O)c(CN(CC3CCCO3)C(=O)Nc3ccc(F)cc3)cc2c1 (stereo not given)
68	CCOc1ccc(OCC)c(NC(=O)C(NS(=O)(=O)c2ccc3c(c2)oc(=O)n3C)C(C)C)c1 (stereo not given)
69	Cc1cc(C)c2c(n1)nn1c(N3CCN(c4ccccc4C)CC3)cc(C)nc21
70	Cc1nn(CC(O)Cn2c3c(c4ccccc42)CCN(C)C3=O)c(C)c1Br (stereo not given)
71	O=C(CSc1nnc(Cc2ccccc2)n1-c1cccc(Cl)c1)N1CCOCC1
72	CCCCCOC(=O)c1[nH]c2c(c1C)C(=O)CC(c1ccco1)C2 (stereo not given)
Assay by compound	67	68	69	70	71	72
QS inhibitor	0	0	-3	0	4	-2
QS inhibitor GFP MFI %	19	24	-4	0	19	-9

73	CC(C)OCCCNS(=O)(=O)c1ccc2c(c1)oc(=O)n2C
74	CCNS(=O)(=O)c1ccc(S(=O)(=O)N(Cc2ccccn2)C2CCCCC2)cc1
75	CCOC(=O)c1sc(NC(=O)c2c(C)nn(Cc3ccccc3)c2C)cc1C
76	COc1ccc(OC)c(Nc2cc(-c3ccccc3)nc(N)n2)c1
77	c1ccc(-c2nn3nnnc3c3ccccc23)cc1
78	COc1ccccc1-c1cc(C(=O)NC(C)c2ccccc2)no1 (stereo not given)
Assay by compound	73	74	75	76	77	78
QS inhibitor	-3	1	2	13	0	-1
QS inhibitor GFP MFI %	-16	10	15	10	10	4

Gathered by group, those above containing a cyano group
21	N#CC(C(=O)CCN1C(=O)C2CC=CCC2C1=O)c1nc2ccccc2[nH]1 (stereo not given)
56	N#CC1=C(N)S[C@H](C(=O)C23CC4CC(CC(C4)C2)C3)[C@H]1c1ccncc1
Assay by compound	21	56
QS inhibitor	-2	1
QS inhibitor GFP MFI %	-4	26

Carrying on:
79	CCN(CC)C(=O)c1ccc(CS(=O)(=O)c2ccc(OC)cc2)o1
80	COc1ccc(C(c2nnnn2C2CCCC2)N2CCC(C)CC2)c(OC)c1 (stereo not given)
81	CCOc1ccc2nc(SCC#N)c(C#N)cc2c1
82	CCCCCn1c(CN2CCCCC2C)nc2c1c(=O)n(C)c(=O)n2C (stereo not given)
83	O=C(Nn1nnnc1Nc1ccccc1)C12CC3CC(CC(C3)C1)C2
84	Cc1cc2cc(CCNC(=O)C(C)C)c(=O)[nH]c2cc1C
Assay by compound	79	80	81	82	83	84
QS inhibitor	-1	0	0	0	-2	0
QS inhibitor GFP MFI %	-10	2	-1	-8	-13	-8

85	O=C(NCc1ccc2c(c1)OCO2)c1cc2c(s1)CS(=O)(=O)C2
86	O=C(c1noc2c1CCCCC2)N1CCN(C(c2ccccc2)c2ccccc2)CC1
87	CC(=O)Nc1ccc(S(=O)(=O)N2CCN=C2C)cc1
88	O=C1N2CCSC2=NC1(Nc1ccccn1)C(F)(F)F (stereo not given)
89	CC(=O)Nc1ccc(S(=O)(=O)NCC2CCC(C(=O)N3CCCCCC3)CC2)cc1 (stereo not given)
90	O=C(O)C1C2C=CC(O2)C1C(=O)NC1CCCc2ccccc21 (stereo not given)
Assay by compound	85	86	87	88	89	90
QS inhibitor	2	-2	0	-3	5	1
QS inhibitor GFP MFI %	21	-3	0	-10	16	13

91	O=C(NCc1cccnc1)C(=O)NCC(c1ccco1)N1CCN(c2ccccc2)CC1 (stereo not given)
92	CCc1nc2c(cnn2-c2ccc(Cl)cc2)c(=O)n1-c1ccc(OC)cc1
93	O=C(CN1CCC(n2nnc3ccccc32)CC1)Nc1ccc2c(c1)CCC2
94	Cc1ccc(-c2oc3ccccc3c(=O)c2O)cc1
95	Cc1nc2c(C(=O)NCc3ccc4c(c3)OCO4)c[nH]n2c(=O)c1Cc1ccccc1F
96	CCCSc1nc2c(cnn2-c2ccc(C)cc2)c(=O)[nH]1
Assay by compound	91	92	93	94	95	96
QS inhibitor	0	4	2	0	4	2
QS inhibitor GFP MFI %	-4	14	33	21	13	4

97	CCOC(=O)C1(C(F)(F)F)N=C(N(C)C)OC(N(C)C)=N1
98	Cc1ccnc(NC2c3ccccc3C(=O)N2Cc2ccccc2Cl)c1 (stereo not given)
99	CCN1C(=O)c2ccccc2S(=O)(=O)c2ccc(C(=O)NCc3cccnc3)cc21
100	O=C(Nc1cnn(C23CC4CC(CC(C4)C2)C3)c1)c1cnn2c(C(F)(F)F)cc(-c3ccco3)nc12
Assay by compound	97	98	99	100
QS inhibitor	3	-4	-1	8
QS inhibitor GFP MFI %	25	1	-24	38

From PubChem

An excerpt, so the mix of outcomes need not match the whole.
